# Bioassay records as filed in PubChem.
# TbPYK inhibitor = T. brucei pyruvate kinase inhibition; Q57TT1; TbPYK enzyme, Kinase-Glo Plus ATP luminescence, 45 min; Potency, µM (titrated, usually from 76.8 µM), for the others: at the highest dose activity, negative = inhibition, actives largely listed as inhibitors; 410,000 compounds, 0.12% hits; note: potency is the fitted concentration of half-maximal effect; % is set by controls: 0 for no effect and ±100 for the full control effect; nearly all actives have a fitted effect of over 50% in size
#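 In this concentration-response screen, enzyme-free wells defined baseline while DMSO plates tracked drift. Each reaction combined TbPYK, substrate, compound and 130 uM ADP for 45 min at room temperature. Kinase-Glo Plus luminescence gave the signal.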
# CHX counter = affects cycloheximide protein synthesis inhibition readout, counter-screen; AID 2314; cell reporter, cycloheximide protein synthesis inhibition counterscreen; max response, %; 300,000 compounds, 12% hits; in the data active = max response mostly above about 13%, no sharp cut-off; inactive = mostly below about 14%; note: read at 38.3 µM for the half of the compounds with a filed dose; 0% is about no effect
# Pf growth 48h = P. falciparum growth inhibition at 48 hours (one generation); P. falciparum luciferase growth in erythrocytes, 48 h; Potency, µM (titrated, usually from 28.7 µM), for inactives: at the highest dose activity change, negative = inhibition, usual class: inhibitors; 310,000 compounds, 5.9% hits; note: potency is the fitted concentration of half-maximal effect; % is set by controls: 0 for no effect and ±100 for the full control effect
#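 In quantitative HTS format, infected erythrocytes bearing luciferase-reporter parasites were treated for a single generation at 37 C. Luminescence after adding detection reagent served as the growth measure.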
# LmPK inhibitor = blocks Leishmania mexicana pyruvate kinase activity | Q27686 | purified LmPK, Kinase-Glo ATP luminescence, 1 h | Potency, µM (highest dose often 57.5 µM), for inactives: top-dose activity change, negative = inhibition, usual class: inhibitors | 290,000 compounds, 0.37% hits | AID 1721; note: potency is the fitted concentration of half-maximal effect; % is set by controls: 0 for no effect and ±100 for the full control effect
# Target sequence (Q27686 whole entry, looked up): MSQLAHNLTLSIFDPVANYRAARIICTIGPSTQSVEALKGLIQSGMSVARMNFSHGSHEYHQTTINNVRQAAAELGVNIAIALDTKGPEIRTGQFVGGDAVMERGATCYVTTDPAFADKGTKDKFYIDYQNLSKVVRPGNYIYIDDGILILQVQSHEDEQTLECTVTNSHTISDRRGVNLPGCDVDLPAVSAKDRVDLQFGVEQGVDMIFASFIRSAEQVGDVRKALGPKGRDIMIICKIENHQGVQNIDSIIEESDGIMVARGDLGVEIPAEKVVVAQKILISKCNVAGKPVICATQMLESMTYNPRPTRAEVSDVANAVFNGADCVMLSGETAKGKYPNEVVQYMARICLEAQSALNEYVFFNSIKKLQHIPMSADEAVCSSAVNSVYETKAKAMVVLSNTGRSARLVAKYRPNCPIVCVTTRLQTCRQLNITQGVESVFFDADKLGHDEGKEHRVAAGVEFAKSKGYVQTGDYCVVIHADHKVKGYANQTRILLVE
#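 ATP generated from ADP (0.1 mM) and PEP (0.5 mM) by 0.1 nM LmPK over 1 h at room temperature (pH 7.2 imidazole buffer) was detected by coupled luciferase luminescence. Values were normalized to uninhibited and no-enzyme wells.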
# Shiga inhibitor = inhibitors of Shiga toxin in Vero cells; AID 2315; 290,000 compounds, 9.2% hits; Vero cells, Shiga toxin protein synthesis inhibition reporter; inhibition, % at 38.7 µM; in the data active = inhibition mostly above about 28%, no sharp cut-off; inactive = mostly below about 43%; note: 0% is about no effect
# AmpC no deterg = inhibitors of E. coli AmpC beta-lactamase without detergent. AmpC nitrocefin hydrolysis, absorbance 480 nm, 0.0001% Triton. Potency, µM (top dose mostly 57.1 µM), without a hit: at the highest dose activity change, negative = inhibition, hits mostly inhibitors. 330,000 compounds, 0.52% hits;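 note: potency is the fitted concentration of half-maximal effect; plate controls were no compound for no effect and no enzyme for full effect; nearly all actives have a fitted effect of over 20% in size; some results filed as inactive show a strong effect at the top dose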
# Target sequence (P00811 whole entry, looked up): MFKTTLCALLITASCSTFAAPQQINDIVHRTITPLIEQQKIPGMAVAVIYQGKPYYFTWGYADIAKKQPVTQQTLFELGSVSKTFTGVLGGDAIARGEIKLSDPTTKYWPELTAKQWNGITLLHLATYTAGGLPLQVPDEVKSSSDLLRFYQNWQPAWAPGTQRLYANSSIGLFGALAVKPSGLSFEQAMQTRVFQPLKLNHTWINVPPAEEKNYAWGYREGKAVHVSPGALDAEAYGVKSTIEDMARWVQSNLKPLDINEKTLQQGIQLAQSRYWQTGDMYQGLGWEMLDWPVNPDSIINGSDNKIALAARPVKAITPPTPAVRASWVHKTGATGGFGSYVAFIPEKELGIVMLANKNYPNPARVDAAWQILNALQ
#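 AmpC (5.3 nM in the dispensed reagent) in 20 mM phosphate pH 7.0 with 0.01% (detergent screen) or 0.0001% Triton X-100 was preincubated with compounds for 15 min at room temperature. Nitrocefin was then added from an 800 uM solution, and hydrolysis was followed at 480 nm.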
# Pf growth 96h = P. falciparum growth inhibition at 96 hour, primary screen for plastid delayed-death inhibitors; 320,000 compounds, 6.9% hits; Potency, µM (top dose mostly 28.7 µM), for the others: at the highest dose activity change, negative = inhibition, actives largely listed as inhibitors; P. falciparum luciferase reporter growth, 96 h; note: potency is the fitted concentration of half-maximal effect; % is set by controls: 0 for no effect and ±100 for the full control effect
#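 P. falciparum expressing integrated firefly luciferase grown in erythrocytes (2% hematocrit, 0.05% parasitemia final) with compounds for 96 hours at 37 C, 5% CO2. Growth inhibition read as loss of luminescence after adding luciferase detection reagent.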
# Numbers without * were called inactive; ? = inconclusive; . = no result given; & = joins results of further samples; [ ] = remark or other dose. Unless noted, calls come from the whole dose curve; as a rule, active = well fitted curve in the direction sought with a large enough effect; inconclusive = small, poorly fitted or top-dose-only effect, or another doubt; inactive = no such curve, though single readings can be large; an effect the other way counts as inactive or inconclusive.
smiles	TbPYK inhibitor	CHX counter	Pf growth 48h	LmPK inhibitor	Shiga inhibitor	AmpC no deterg	Pf growth 96h
COc1ccc(NCc2nnc(SCC(=O)NCc3ccco3)n2-c2ccccc2OC)cc1	-8%	-2	?	3%	8	3%	?
Cc1cc(NC(=O)CSc2nccn2-c2ccc([N+](=O)[O-])cc2)no1	4%	2	6%	0%	33	-44%	30%
O=C(O)c1ccccc1CSc1nnnn1-c1ccccc1	-5%	0	38%	-3%	2	-19%	25%
C#CCCCCCCC#CCN(C)C	-2%	-4	9%	-4%	-5	1%	-14%
CC(=O)Nc1ccc2nsnc2c1	-5%	-1	18%	0%	-7	-12%	41%[activator]
CC1Cc2ccccc2N1C(=O)COC(=O)CNC(=O)c1ccc(Br)o1 (stereo not given)	3%	0	8%	-9%	-16	-17%	.
COC(=O)c1cn(Cc2ccc(C(F)(F)F)cc2)cc(F)c1=O	1%	-1	10%	0%	28	-5%	17%
O=C(Nc1ccc(N2CCCCC2)cc1)C(Cl)c1ccccc1 (stereo not given)	-5%	46*	-13%	-10%	84	1%	-3%
O=C(NNc1cccc(Cl)n1)Nc1ccccc1F	-3%	12	-5%	-2%	28	-17%	57%[activator][5.75 µM]
Cc1ccc(CNC(C)c2ccccc2)cc1 (stereo not given)	-5%	-1	13%	-2%	-2	-16%	14%
COc1cccc(C(=O)NNC(=O)CCc2ccccc2)c1	-3%	-4	14%	0%	23	-14%	13%
Cc1nnc(NC(=O)CSc2ncnc3scc(-c4ccccc4)c23)s1	0%	-2	2%	4%	-13	-19%	?
CC(C)CN(C(=O)CSc1nc(-c2ccccc2)cn1N)c1c(N)n(Cc2ccccc2)c(=O)[nH]c1=O	2%	.	13%	.	.	-18%	66%[activator]
O=S(=O)(NCCc1csc(-c2cccnc2)n1)c1cccs1	6%	2	-1%	-1%	11	?	-6%
CC(NC(=O)COC(=O)CC(c1ccccc1)c1ccccc1)c1ccccc1 (stereo not given)	1%	-2	?	0%	-10	-2%	-13%

# (more compounds)
smiles	TbPYK inhibitor	CHX counter	Pf growth 48h	LmPK inhibitor	Shiga inhibitor	AmpC no deterg	Pf growth 96h
Cc1ccc2c(-c3ccc([N+](=O)[O-])cc3)cc(=O)[nH]c2c1	0%	1	55%[activator]	-2%	-4	0%	0%
O=C(COc1ccccc1Br)Nc1ccc(S(=O)(=O)N2CCCC2)cc1	0%	.	5.9µM*	.	.	-27%	?
CC1(C)CC(=O)C=C(Nc2ccc3c(c2)OCCO3)C1	7%	52*	26%	5%	50	-26%	-2%
COc1cccc(/C=C2\SC(=O)N(CCC(=O)N3CCCCC3CCO)C2=O)c1 (stereo not given)	0%	7	?	-13%	13	185%[activator]	10µM*
Cc1cc2nc3c(nc2cc1C)C1(C(=O)N(C)C)CCC3(C)C1(C)C (stereo not given)	-6%	1	?	3%	-18	64%[activator]	.
Cc1ncc([N+](=O)[O-])n1CC(=O)Nc1ccc(Br)cc1	-6%	-4	4%	1%	-7	-40%	13%
CC(=O)c1ccc(NC(=O)NC2CCCc3ccccc32)cc1 (stereo not given)	-1%	1	-6%	-1%	4	-45%	-17%
Cc1onc(-c2ccccc2)c1C(=O)N/N=C/c1cc2c(cc1Br)OCO2	-14%	-3	21%	-1%	-2	-37%	25%
CC(C)(C)c1ccc(OCCOCCn2cnc3ccccc3c2=O)cc1	0%	35*	-17%	3%	55	157%[activator]	41%[activator]
CCNc1nc(NCC)n2c(SCC(=O)N3CC4(C)CC3CC(C)(C)C4)nnc2n1 (stereo not given)	-10%	-8	?	0%	-14	10%	?
CC(C(=O)O)c1ccc(-c2ccccc2)c(F)c1 (stereo not given)	-6%&-8%	-2&-1	6%	-5%&1%	7&-13	-25%&-15%	0%
Cc1cccc(N=C2NN=C(c3ccc4c(c3)OCCO4)CS2)c1	-24%	27*	-83%	-1%	93*	-38%	-82%
Cc1cccc(Nc2nnc(SCC(=O)NCc3cccs3)s2)c1	-1%	19*	12%	2%	62*	-43%	-28%
O=C(NCC1CCCO1)C1CCN(C2CCN(CCCC3CCCC3)CC2)CC1 (stereo not given)	1%	-5	?	-3%	-9	-5%	?
COc1ccc(CC(=O)NCC2(N3CCCCC3)CCCCC2)cc1	-3%	-4	?	1%	7	9%	?

# Next part
smiles	TbPYK inhibitor	CHX counter	Pf growth 48h	LmPK inhibitor	Shiga inhibitor	AmpC no deterg	Pf growth 96h
O=Cc1ccc(OCCN2CCCC2=O)cc1	9%	-3	6%	-4%	-8	-4%	-21%
Cc1cc(OCC(=O)Nc2ccc(N3CCCC3)cc2)cc(C)c1Cl	0%	-1	.	-10%	-5	12%	?
Cc1nc(NC(=O)/C=C/c2ccccc2)sc1C(=O)Nc1cccc(Cl)c1	-11%	-2	?	0%	-15	?	?
O=C(COc1ccc(Cl)cc1)NCCSCc1cccc(Cl)c1	4%	-2	10%	3%	-8	60%	5%
C/C(CC(=O)Nc1ccc(N(C)C)cc1)=N\NC(=O)C(=O)NCc1ccccc1	-1%	0	25%	-6%	-15	-18%	4.7µM*
COc1ccccc1-c1nc(C#N)c(N2CC(C)CC(C)C2)o1 (stereo not given)	3%	-3	-6%	6%	-19	-12%	?
CN(NC(=O)c1ccc(Cl)cc1Cl)C1=NS(=O)(=O)c2ccccc21	-1%	-2	8%	12%	-4	-32%	0%
COc1ccc(Cl)cc1N1Cc2ccccc2C1	1%	-4	13µM*	-6%	-3	-34%	.
COc1cccc(-c2cc(C(=O)Nc3cc(C)n(Cc4ccc(Cl)cc4)n3)no2)c1	-1%	0	10µM*	-9%	-2	-42%	22%
O=C1CC(N2CCN(Cc3ccccc3)CC2)C(=O)N1c1ccccc1 (stereo not given)	3%	-2	10%	2%	-7	-26%	324%[activator]
Cc1ccc(-c2csc3ncn(-n4c(C)ccc4C)c(=O)c23)o1	?	4	13µM*	6%	5	14%	0.74µM*
Cc1cccc2cc(C#N)c(N3CCCC3)nc12	-1%	0	2%	-4%	-29	-24%	-6%[5.75 µM]
CSc1nnc(-c2ccccc2)n1N	-3%	8	8%	-1%	-10	-5%	3%
Cc1sc2c(=O)n3c(nc2c1C(=O)NCCCN1CCOCC1)CCCCC3	-7%	-3	.	4%	-27	11%	?
CCCCn1c(SCC(=O)Nc2cccc(C)n2)nnc1-c1ccco1	1%	17	?	4%	-25	14%	-15%

# Rewritten field by field: part of the list above.
mol: Cc1cccc(Nc2nnc(SCC(=O)NCc3cccs3)s2)c1
  TbPYK inhibitor = -1%
  CHX counter = 19*
  Pf growth 48h = 12%
  LmPK inhibitor = 2%
  Shiga inhibitor = 62*
  AmpC no deterg = -43%
  Pf growth 96h = -28%

mol: O=C(NCC1CCCO1)C1CCN(C2CCN(CCCC3CCCC3)CC2)CC1 (stereo not given)
  TbPYK inhibitor = 1%
  CHX counter = -5
  Pf growth 48h = ?
  LmPK inhibitor = -3%
  Shiga inhibitor = -9
  AmpC no deterg = -5%
  Pf growth 96h = ?

mol: COc1ccc(CC(=O)NCC2(N3CCCCC3)CCCCC2)cc1
  TbPYK inhibitor = -3%
  CHX counter = -4
  Pf growth 48h = ?
  LmPK inhibitor = 1%
  Shiga inhibitor = 7
  AmpC no deterg = 9%
  Pf growth 96h = ?

# Next part.
smiles	TbPYK inhibitor	CHX counter	Pf growth 48h	LmPK inhibitor	Shiga inhibitor	AmpC no deterg	Pf growth 96h
CCn1c(SC)nnc1-c1nnc(SC)n1CC	-7%	-3	7%	6%	4	-15%	21%
COc1cccc2cc(C(C)OC(=O)Nc3ccc(C)cc3)oc12 (stereo not given)	2%	6	-25%	-2%	16	-2%[2.29 µM]	12%
COC(=O)C1=C(c2ccc(C(C)=O)cc2)C[C@@H]2CC[C@H]1N2C(=O)N1CCC(O)CC1	1%	.	?	.	.	9%	-4%
Cc1[nH]c(C)c(S(=O)(=O)Nc2ccc(OC(F)(F)F)cc2)c1C(=O)N1CCCCC1	3%	-12	7%	1%	-3	52%	4%
Cc1cccn2c(=O)c3cc(C(=O)NCc4ccc(F)cc4)c(=N)n(CC4CCCO4)c3nc12 (stereo not given)	2%	9	4.1µM*	3%	-1	12%	2.9µM*
CC(=NCc1ccco1)c1c(O)n(Cc2ccccc2)c(=O)[nH]c1=O	-2%	-2	-33%	4%	-4	-30%	?
O=C(O)c1ccccc1C(=O)Nc1ccc(Oc2cccc3ccccc23)cc1	-1%	-12	1%	0%	-26	-24%	6%
CC(Oc1ccccc1)C(=O)N1CCN(c2ccc(N3CCCCC3)nn2)CC1 (stereo not given)	0%	.	?	.	.	3%	?
CCCCc1ccc(NC(=S)N2CCCC(CO)C2)cc1 (stereo not given)	0%	39*	209%[activator]	2%	87*	-18%	10%
COc1cc(NC(=O)CN2C(=O)NC(C)(CCC(C)C)C2=O)cc(OC)c1 (stereo not given)	-1%	-2	-16%	0%	-13	5%	?
CC(C)C[C@@H]1NC(=O)[C@H](C(C)C)NC(=O)c2cc([N+](=O)[O-])cc(I)c2OCC[C@@H](C(N)=O)NC1=O	4%	-5	11%	3%	-11	63%[activator]	21%
Cn1c(-c2ccccc2)cc2onc(-c3ccccc3)c2c1=O	5%	.	135%[activator]	.	.	-7%	257%[activator]
COc1cc(C2/C(=C(\O)c3ccc4c(c3)OCCO4)C(=O)C(=O)N2CCN2CCOCC2)cc(OC)c1OC (stereo not given)	-3%	0	5%	6%	-8	-4%	39%[activator]
O=c1c2ccccc2[nH]c(=S)n1CCC1=CCCCC1	-1%	10	31%[activator]	-3%	-12	-29%	3%
Cn1nnnc1SCC(=O)Nc1nc(-c2ccc(F)c(F)c2)cs1	1%	11	-24%	-6%	30	-51%	-2%

# Going on with the list:
smiles	TbPYK inhibitor	CHX counter	Pf growth 48h	LmPK inhibitor	Shiga inhibitor	AmpC no deterg	Pf growth 96h
CNC(=O)Nc1ccccc1C(=O)Nc1ccccc1	4%	-1	6%	1%	-4	-7%	48%[activator]
O=C(Nc1ccc(Nc2ccccc2)cc1)c1ccc(Br)cc1	-4%	-4	-9%	-2%	-7	-17%	18%
CCOC(=O)[C@H]1[C@H]2COc3ccc(C)cc3[C@@H]2N2C(=O)CN(Cc3ccc(OC)cc3)C(=O)[C@@]12C	-17%	.	?	.	.	148%[activator]	?
CC1CCCC(NC(=O)C2CC(=O)N(Cc3ccccc3)C2)C1C (stereo not given)	-2%	1	4%	-3%	-4	21%	21%
COc1ccc(CCN(C)C2CC(=O)N(c3ccccc3)C2=O)cc1OC (stereo not given)	-2%	-2	?	1%	-11	23%	2%
O=C(O)CCSc1nnc(COc2cccc3ccccc23)n1-c1cccc(Cl)c1	1%	3	?	-4%	-11	43%	-26%
O=C(Nc1ccc(F)cc1)Nc1ccccc1N1CCCCC1	0%	9	?	4%	18	-56%	?
CC12CC3(C)CC(C)(C1)CC(C(=O)NCc1cccnc1)(C2)C3	2%	-1	-17%	2%	-22	60%[activator]	12µM*
O=C(C1CCC(CNS(=O)(=O)c2cccc3nsnc23)CC1)N1CCN(c2ccccn2)CC1 (stereo not given)	1%	-3	?	-2%	-5	78%[activator]	-24%
CCN(CC)c1ccc2cc(-c3nc4ccccc4[nH]3)c(=O)oc2c1	-7%	49*	134%[activator]	-4%	81*	-27%	214%[activator]
